# Assay outcomes as filed in PubChem BioAssay.
# TR SRC2 fluor cs: counter-screen for TRb-SRC2 inhibitors: fluorescence interference; AID 1479; Potency, µM (doses to about 106 µM), for inactives: at the top dose fluorescence change, negative = quenching; 280,000 compounds, 0.29% hits; TRb/SRC2 Texas Red total fluorescence interference; active means well fitted curve in either direction with a large enough effect; inconclusive means small, poorly fitted or top-dose-only effect
#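 Human TRb ligand-binding domain at 0.6 uM with 20 nM Texas Red SRC2 peptide in Tris buffer containing 1 uM T3 and 5% DMSO, incubated with compound 5 h at ambient temperature. Total fluorescence (555/632 nm) calculated as parallel + 2 × perpendicular.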
# aGlu spleen mod: lysosomal alpha-glucosidase (human) modulation | AID 2112 | 240,000 compounds, 0.006% hits | Potency, µM (highest dose often 79.9 µM), without a hit: top-dose activity change, negative = inhibition, actives largely listed as inhibitors | human spleen homogenate, 4-MU-alpha-glucoside fluorescence | P10253;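 further: 0% = enzyme with vehicle and -100% = no enzyme basal signal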
#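 Human spleen homogenate (1 ug) with 4-methylumbelliferyl-alpha-D-glucopyranoside (1 mM final) in 50 mM citrate/phosphate pH 5.0, 0.01% Tween-20; 40 min at 37 C. Stopped at pH 10; 4-MU fluorescence Ex 365/Em 440 nm; AC50 by Hill fit.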
# TRb-SRC2 inh: inhibitors of human thyroid hormone receptor beta-SRC2 interaction; P10828; 280,000 compounds, 0.065% hits; AID 1469; TRbeta-SRC2 peptide binding, fluorescence polarization; receptor liganded with 1 µM T3; Potency, µM (titrated, usually from 106 µM), without a hit: top-dose activity change, negative = inhibition, most hits filed as inhibitors;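 further: plate controls were bound peptide for no effect and peptide without receptor for full effect; nearly all actives have a fitted effect of over 50% in size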
# Target sequence (P10828 whole entry, looked up): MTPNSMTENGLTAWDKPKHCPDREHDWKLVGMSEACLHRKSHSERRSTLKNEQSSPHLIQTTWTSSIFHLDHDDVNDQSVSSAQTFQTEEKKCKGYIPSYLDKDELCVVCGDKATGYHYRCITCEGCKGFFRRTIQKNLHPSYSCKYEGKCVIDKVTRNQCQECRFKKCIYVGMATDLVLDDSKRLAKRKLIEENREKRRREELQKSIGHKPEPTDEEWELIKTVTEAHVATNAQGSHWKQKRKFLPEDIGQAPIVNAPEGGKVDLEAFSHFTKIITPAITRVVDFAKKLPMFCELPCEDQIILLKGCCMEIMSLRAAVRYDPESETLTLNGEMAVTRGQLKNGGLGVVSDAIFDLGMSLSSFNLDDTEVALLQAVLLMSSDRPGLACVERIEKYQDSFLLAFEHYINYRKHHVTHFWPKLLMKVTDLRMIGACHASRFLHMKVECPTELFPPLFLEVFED
#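 Human TRb LBD (0.6 uM) plus Texas Red-labeled SRC2 peptide (20 nM), 1uM T3, 5% DMSO, 5 hr at ambient temperature. Decreased polarization (555/632 nm) flags inhibition; data normalized to free and bound peptide controls.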
# L3MBTL1 block: inhibitors of human L3MBTL1; Q9Y468; AlphaScreen L3MBTL1–H3K9me1 peptide binding; Potency, µM (highest dose often 57.1 µM), inactives show top-dose activity, negative = inhibition, hits mostly inhibitors; 230,000 compounds, 0.66% hits; further: nearly all actives have a fitted effect of over 60% in size
#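 Displacement of a biotinylated histone H3(1-15) peptide monomethylated at Lys9 (75 nM) from L3MBTL1 (50 nM) was measured by AlphaScreen after a 30 min room-temperature compound incubation; cefsulodin titration served as intraplate control.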
# GoLoco inh red: inhibitors of human Gai1-RGS12 GoLoco interaction (red fluorophore). Gai1:RGS12 GoLoco peptide FP, rhodamine, 10 min. Potency, µM (series often up to 61.6 µM), without a hit: top-dose activity, negative = inhibition, hits mostly inhibitors. 230,000 compounds, 0.44% hits. AID 880; active means well fitted inhibition curve with a large enough effect, not every such curve was filed as active; inactive means no such curve, though single readings can be large or run the other way; further: nearly all actives have a fitted effect of over 30% in size; many of its hits are not listed in these tables
# Target sequence (P63096 whole entry, looked up): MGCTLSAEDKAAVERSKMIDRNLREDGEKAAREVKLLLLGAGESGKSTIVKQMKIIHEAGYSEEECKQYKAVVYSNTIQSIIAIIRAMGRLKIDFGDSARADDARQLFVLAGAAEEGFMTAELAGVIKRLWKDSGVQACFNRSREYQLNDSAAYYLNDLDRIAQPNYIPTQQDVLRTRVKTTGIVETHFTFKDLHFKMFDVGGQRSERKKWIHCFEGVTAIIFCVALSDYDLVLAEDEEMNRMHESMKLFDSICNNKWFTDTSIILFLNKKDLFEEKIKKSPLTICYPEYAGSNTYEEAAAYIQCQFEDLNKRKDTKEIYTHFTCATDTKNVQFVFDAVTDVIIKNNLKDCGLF
# RECQ1 inh: RECQ1 (human) helicase inhibition; 240,000 compounds, 0.54% hits; RECQ1 DNA unwinding, red fluorescence kinetic read; P46063; Potency, µM (series often up to 57.3 µM), for inactives: at the highest dose activity, negative = inhibition, usual class: inhibitors; AID 2549;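 further: plate controls were vehicle for no effect and no enzyme for full effect; nearly all actives have a fitted effect of over 30% in size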
#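 50 nM RECQ1T1 preincubated 15 min with compound in Tris pH 8.0 buffer with MgCl2, DTT, Tween-20 and 2.5 ug/ml poly(dI-dC); started with 200 nM TAMRA/BHQ-2 forked duplex and 2 mM ATP. Unwinding read as fluorescence (525/598 nm), two reads 2 h apart.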
# GAA inh: blocks human lysosomal alpha-glucosidase. P10253. purified human GAA, 4-MU-alpha-glucoside fluorescence. Potency, µM (top dose mostly 76.9 µM), for the others: top-dose activity change, negative = inhibition, hits mostly inhibitors. 200,000 compounds, 0.005% hits. AID 1466;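 further: plate controls were uninhibited enzyme wells for no effect and no-enzyme background for full effect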
#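 Human alpha-glucosidase, 4 nM, pre-mixed with test compounds before 400 uM 4-methylumbelliferyl substrate; 20 min room temperature at pH 5.0. Fluorescence read after pH 10 stop; AC50 values from Hill-equation fits.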
# GAA glycogen mod: GAA glycogen-cleavage inhibition or activation. 300,000 compounds, 0.38% hits. Potency, µM (doses to about 76.4 µM), inactives show top-dose activity change, negative = inhibition, actives largely listed as inhibitors. recombinant GAA, glycogen substrate, Amplex Red glucose oxidase fluorescence;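 further: 0% = full enzyme reaction and -100% = no-enzyme basal signal; the screen sought inhibitors and activators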
#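 Recombinant human alpha-glucosidase (4 nM final) hydrolysed bovine liver glycogen (30 ug) for 40 min at 37 C in pH 5.0 citrate/phosphate with 0.01% Tween-20. Released glucose detected by glucose oxidase/Amplex Red, Ex 573/Em 610 nm. Compounds up to 77 uM; AC50 from Hill fits.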
# * marks the source's active call; other numbers are inactive results; i = inactive; u = inconclusive; x = no result given; & = joins results of further samples; [ ] = another dose, or the depositor's remark. Unless noted, the call rests on the fitted dose curve; in most records, active means well fitted curve in the direction sought with a large enough effect; inconclusive means small, poorly fitted or top-dose-only effect, or another doubt; inactive means no such curve, though single readings can be large; an effect the other way counts as inactive or inconclusive. Unless noted, on the % scale 0 is the no-effect control and ±100 the full control effect; potency means the concentration at half of the fitted maximal effect. This is a subset. The share of hits here may be higher or lower than overall.
SMILES,TR SRC2 fluor cs,aGlu spleen mod,TRb-SRC2 inh,L3MBTL1 block,GoLoco inh red,RECQ1 inh,GAA inh,GAA glycogen mod
Cc1cc2c(=O)n(C)c(SCC(=O)c3cc4ccccc4o3)nc2s1,-7%,-3%,5%,x,201%[activator],0%,-1%,2%
CSc1ccccc1NC(=O)CN1CC(C)OC(C)C1 (centres undefined),4%,-6%,2%,x,-11%,-4%,-1%,2%
O=C(O)/C=C/C(=O)OC1CC2CCC1C2 (centres undefined),0%,-11%,1%,-6%,2%,-2%,x,6%
Cc1cccc(NC2=C(Cl)C(=O)OC2NC(=O)c2ccccc2)c1 (centres undefined),-2%,-1%,1%,x,4%,i,-2%,-18%
CC1CN(C(=O)c2ccccc2)c2ccccc2NC1=O (centres undefined),-2%,13%,3%,3%,19%,4%,6%,-3%
CSc1ccc(C2CC(=O)Nc3nc(SC)[nH]c(=O)c32)cc1 (centres undefined),0%,-3%,3%,-4%,6%,-4%,-2%,2%
Cc1ccc(S(=O)(=O)NCC2NCCc3ccccc32)cc1 (centres undefined),0%,-5%,-5%,x,-12%,i,3%,11%
Cc1ccc(CNC(=O)Nc2cccs2)cc1,-2%,-7%,3%,-9%,18%,-17%,-6%,28µM*
CCC(C)(C)n1nnnc1C(c1ccc(O)c(OC)c1)N1CCN(c2nc3ccccc3s2)CC1 (centres undefined),-3%,-6%,-1%,-13%,-6%,-8%,1%,4%
Cc1ccc(C(=O)c2cc(C)sc2N)cc1,-1%,-2%,-3%,u,18%,i,9%,u
Cn1cccc1C(=O)NC(=O)CSc1nc2ccccc2s1,-5%,5%,6%,x,-3%,-2%,-4%,5%
COc1cc(C2OC(c3cc(OC)c(OC)c(OC)c3)C(C)C2C)cc(OC)c1OC (centres undefined),2%,4%,1%,9%,-5%,-2%,x,-11%
Cc1ccc(NC(=O)C(=O)NCc2ccc(/C=N/NC(=O)c3c(C)nc4cc(C)ccn34)o2)cc1,-3%,-6%,1%,1%,9%,-3%,2%,7%
CO[C@H]1COC(=O)C/C=C\[C@H](C)[C@@H](OC)COC(=O)[C@@H](C)NC(=O)C/C=C\[C@@H]1C,-1%[11.2 µM],-2%[17.4 µM],7%[11.2 µM],x,x,-1%[11.5 µM],x,x
C=CCn1c(O)c(N=NC(=O)CNC(=O)c2ccco2)c2ccccc21,-1%,2%,16%,-2%,5%,i,-3%,-7%
Cc1ccc(Sc2nnc(Cc3ccccc3)c3ccccc23)cc1,0%,1%,-15%,5%,2%,4%,-6%,-5%
CC(=O)Oc1ccc(N2C(=O)[C@@H]3[C@H](C2=O)[C@H]2c4ccccc4C=NN2[C@@H]3C(C)=O)cc1,1%,5%,7%,-5%,9%,-3%,x,-6%
O=C(NCCCN1CCOCC1)C(C(=O)c1ccccc1)n1ccccc1=O (centres undefined),0%,-7%,-3%,-4%,-7%,-3%,4%,4%
Fc1ccccc1N1CCN(C(c2ccccn2)c2nnnn2C2CCCCC2)CC1 (centres undefined),-3%,-5%,-5%,-1%,2%,-14%,-11%,-10%
COC(=O)C(C)N(C(=O)c1cccc(Cl)c1)c1c(C)cccc1C (centres undefined),2%,-7%,-19%,x,0%,-10%,u,-3%
CC(C)(C)c1ccc(-c2n[nH]c(=S)n2C2CCCC2)cc1,-1%,3%,-11%,x,-34%,-18%,-4%,-30%
C#CC1(NC(=O)N(C)C)CCCCC1,1%,5%,-6%,5%,-8%,-3%,x,-11%
CCC(C)(C)n1nnnc1C(c1ccc(F)cc1)N1CCC(C(N)=O)CC1 (centres undefined),-2%,-1%,-5%,-5%,11%,-6%,u,-9%
Cn1c(NC(=O)c2ccccc2)c(-c2cccs2)c(=O)c2ccccc21,-4%,0%,-5%,x,16%,8%,-4%,-16%
CN(C(=O)c1ccccc1Cl)C1CCCCC1,-2%,-10%,-9%,-11%[11.4 µM],6%,1%,-5%,-1%
Nc1ccc2oc(CCc3ccccc3)nc2c1,-1%,-2%,-3%,-4%,5%,-9%,-7%,8%
CCn1cc([N+](=O)[O-])c(C(=O)N2N=C3/C(=C/c4cccs4)CCCC3C2c2cccs2)n1 (centres undefined),-2%,11%,-17%,-27%,38%[activator],1%,0%,-6%
CC(NC(=O)C1CCC(CNc2c(N3CCOCC3)c(=O)c2=O)CC1)c1ccccc1 (centres undefined),-2%,0%,2%,x,2%,-5%,-5%,17%
O=C(O)c1cccc(N2C(=O)/C(=C/c3ccc([N+](=O)[O-])cc3)C=C2c2ccccc2)c1,-5%,1%,-7%,x,125%[activator],u,-10%,6%
CC(=O)c1ccc(NC(=O)C(C)N(C)CC(=O)Nc2ccc(N3CCOCC3)cc2)cc1 (centres undefined),5%,-1%,0%,x,-7%,2%,1%,-6%

# Entries of single compounds, quoted from the list. Screens in order: TR SRC2 fluor cs	aGlu spleen mod	TRb-SRC2 inh	L3MBTL1 block	GoLoco inh red	RECQ1 inh	GAA inh	GAA glycogen mod
# `CCC(C)(C)n1nnnc1C(c1ccc(F)cc1)N1CCC(C(N)=O)CC1` (centres undefined) reads -2%	-1%	-5%	-5%	11%	-6%	u	-9%
# `O=C(O)c1cccc(N2C(=O)/C(=C/c3ccc([N+](=O)[O-])cc3)C=C2c2ccccc2)c1` reads -5%	1%	-7%	x	125%[activator]	u	-10%	6%

# Among those listed so far, 2 have an NH in an aromatic ring:
SMILES,TR SRC2 fluor cs,aGlu spleen mod,TRb-SRC2 inh,L3MBTL1 block,GoLoco inh red,RECQ1 inh,GAA inh,GAA glycogen mod
CSc1ccc(C2CC(=O)Nc3nc(SC)[nH]c(=O)c32)cc1 (centres undefined),0%,-3%,3%,-4%,6%,-4%,-2%,2%
CC(C)(C)c1ccc(-c2n[nH]c(=S)n2C2CCCC2)cc1,-1%,3%,-11%,x,-34%,-18%,-4%,-30%

# Next records.
SMILES,TR SRC2 fluor cs,aGlu spleen mod,TRb-SRC2 inh,L3MBTL1 block,GoLoco inh red,RECQ1 inh,GAA inh,GAA glycogen mod
CCOC(=O)Cc1csc(NC(=O)CSc2cc(Cl)ccc2Cl)n1,1%,5%,4%,3%,2%,i,-10%,-9%
O=C(CCNS(=O)(=O)c1cccc2nsnc12)N1CCN(c2ccccn2)CC1,-1%,-5%,-12%,x,2%,7%,-7%,5%
O=C(NC(Nc1ccccn1)C(Cl)(Cl)Cl)c1ccccc1 (centres undefined),-6%,-5%,-1%,-1%,8%,-8%,9%,-1%
Cc1ccc(C)c(-n2c(CNc3ccc(F)cc3)nnc2SCC(N)=O)c1,-1%,3%,-8%,4%,-4%,-10%,-9%,5%
COc1ccc(C2C(C(C)=O)=C(C)N=c3s/c(=C\c4ccco4)c(=O)n32)c(OC)c1 (centres undefined),-1%,1%,3%,u,30%,-21%,-6%,-6%
Cc1cc(C(=O)COC(=O)CC2Sc3ccccc3NC2=O)c(C)n1-c1ccccc1 (centres undefined),0%,-16%,2%,-12%,15%,-2%,-1%,-5%
COc1ccc(/C=N/NC(=O)c2cc(-c3ccc4c(c3)OCO4)n[nH]2)cc1OC,u,-8%,-10%,8%,0%,-10%,-8%,2%
CC(C)(CO)NS(=O)(=O)c1ccc2c(c1)oc(=O)c1cc(S(=O)(=O)NC(C)(C)CO)ccc12,0%,-11%,3%,x,2%,12%,-6%,8%
CC1(C)Cc2c(c(-c3ccco3)nc3sc4c(NCCO)ncnc4c23)CO1,-1%,-9%,0%,x,5%,i,0%,-4%
CC(C)(O)C#Cc1ccc(C(=O)N2CCC(C(N)=O)(N3CCCCC3)CC2)cc1,1%,1%,0%,0%,-1%,-15%,u,-7%
CC1CCN(C(=O)c2ccc(-n3cnnn3)cc2)CC1,0%,-4%,10%,0%,8%,-1%,u,-5%
CCCCc1nc2c(c3c1C[C@H](C)OC3)CN(C(=O)NCCCC(=O)OCC)CC2,-5%[11.2 µM],4%[17.4 µM],-1%[11.2 µM],x,6%[14.2 µM],i[11.5 µM],x,x
CN(C)/C=C1/NC(=S)NC1=O,1%,-1%,-1%,10%,1%,i,10%,u
N#Cc1c(C(F)(F)F)cc(-c2ccc(F)cc2)nc1SCC(=O)O,-6%,-16%,9%,4%,9%,-13%,-2%,-11%
Cc1cc(SC(C)C(=O)Nc2c(C)n(C)n(-c3ccccc3)c2=O)nc2ccccc12 (centres undefined),-3%,-2%,0%,0%,-3%,-15%,-2%,-3%
CC(C)CC(=O)Nc1cc(NC(=O)CC(C)C)cc(C(=O)NC(C)(C)C)c1,-5%,-1%,2%,x,-1%,-10%,6%,5%
CCC(C)(C)n1nnnc1C(c1ccc(C)cc1)N1CCC(C)CC1 (centres undefined),0%,-8%,6%,-7%,9%,-3%,-2%,-9%
Cn1cccc1Cc1nnc(SCC(=O)NC2CCCCC2)n1CCc1ccccc1,-1%,-10%,-2%,-11%,4%,1%,-2%,3%
CCCc1ccc(S(=O)(=O)Nc2ccc(C)c(NS(C)(=O)=O)c2)cc1,1%,2%,9%,-8%,-16%,3%,x,-1%
O=C(Cn1nc(Cc2ccncc2)c2ccccc2c1=O)N1CCN(C(=O)c2ccco2)CC1,2%,-3%,10%,13%,6%,i,5%,-2%
CCOC(=O)CSC1=N/C(=C\c2cc(OC)c(OC)c(OC)c2)C(=O)N1C,-4%,-1%,-6%,20%,1%,-4%,-4%,3%
CC(C)(C)CNc1cc(N2CCOCC2)ccc1[N+](=O)[O-],0%,0%,2%,-30%,10%,i,0%,-7%
COC(=O)c1ccc(COc2ccc(/C=N/O)cc2OC)o1,6%[53 µM],3%,7%[53 µM],-27%,3%,-4%,4%,6%
COc1cc(/C=N/NC(=O)c2nc3ccccn3c2C)cc(OC)c1O,3%,-9%,0%,-10%,-25%,-13%,2%,-25%
Cn1c(=O)n(C)c2cc(NS(=O)(=O)c3ccc(F)cc3)ccc21,0%&-4%,1%,-2%&8%,3%[11.4 µM],-5%,i,0%,-5%
O=C(Nc1ccc2c(c1)OCCO2)C1CCN(C(=O)c2ccc(Cl)cc2)CC1,1%,4%,2%,0%,11%,0%,-3%,1%
